Source: PubChem BioAssay (several laboratories)
hiPSC survival = enhancers of single-cell hiPSC survival, primary screen, ATPlite luminescence | 360,000 tested, 0.044% active | AID 602274, 2012 | 100% = ROCK inhibitor wells, 0% = DMSO | survival enhancement, % at 20 µM; in the data active = survival enhancement above about 18%;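 also: cells exposed to compounds for 16 hours before the ATP read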
Exocytosis inh = LAMP-1 surface exposure blockers, TALL-104 cells – cell-based, flow cytometry, MLPCN library, primary screen | TALL-104 LAMP-1 surface exposure; cells stimulated with thapsigargin and PMA | inhibition, % at 10 µM | 360,000 tested, 0.66% active;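 active = inhibition above about 55%, limit read from the data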
MC4R antagonist = MC4R antagonists of cAMP signaling, primary screen, cell-based, TR-FRET, antagonist arm of biased-ligand search; MC4R-expressing cells, MTII-stimulated cAMP, LANCE TR-FRET; AID 540295, 2011; 360,000 tested, 0.48% active; inhibition, % at 6.5 µM;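 active = inhibition above its plate's cutoff, the mean of tested wells on that plate plus 3 SD, cut at about 29% in these data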;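 also: 0% = Melanotan II alone and 100% = Melanotan II plus saturating MCL0020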
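System: U2OS cells stably expressing human melanocortin 4 receptor (MC4R). Reagent: Melanotan II challenge after compound preincubation. Doses: 6.5 µM. Times: 30-min compound, 1-h challenge, 1-h detection, room temperature. Measured by: TR-FRET with Eu-cAMP and labeled anti-cAMP, 671 nm. Replicates: singlicate.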
MC4R barr agon = MC4R agonists recruiting beta-arrestin, primary screen, cell-based, luminescence, agonist arm of biased-ligand search; activation, % at 8.9 µM; Melanocortin receptor 4 (Homo sapiens), P32245; U2OS MC4R beta-arrestin complementation; percent of melanotan II response, DMSO zero; 360,000 tested, 0.98% active; AID 540308, 2011;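 active = activation above a per-plate cutoff, the mean activation of sample wells on that plate plus 3 SD, cut at about 8% in these data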
aDG glyco up = activators of alpha-DG glycosylation, primary screen, uHTS, Pro5-aDG cells, AlphaScreen; alpha-DG glycosylation AlphaScreen (IIH6); 0% Pro5, 100% B10-LARGE cell signal; activation, % at 10 µM; 360,000 tested, 0.22% active;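 active = activation of at least 8% versus controls, or a plate z-score of at least 8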;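 also: Pro5 are CHO cells carrying HIG-tagged alpha-DG that lacks glycosylation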
Cardio protect = cardioprotection against H2O2-induced cell death, primary screen, uHTS, H9c2 cells, ATPLite luminescence; H9c2 cardiomyocytes, H2O2 injury protection, 2 h; protection from H2O2 cell death, % at 20 µM; AID 588492, 2011; 360,000 tested, 0.63% active;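 active = compounds giving at least 50% protection of heart cells from peroxide-induced death in the single-dose screen, raw or plate-pattern-corrected value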;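 also: 0% = DMSO wells with peroxide and 100% = DMSO wells without peroxide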
ABCB6 inh MLPCN = ABCB6 transporter inhibitors, primary screen, K562-ABCB6 cells, flow cytometry, MLPCN library. 360,000 tested, 0.19% active. K562-ABCB6 porphyrin accumulation, 1 h; active compounds read low. fluorescence ratio to DMSO, % at 10 µM;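 active = fluorescence ratio to DMSO below 75%, the collection mean minus 3 SD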;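 also: signal is porphyrin accumulated inside mitochondria; 100% equals median channel fluorescence of DMSO control wells; lower ratio means ABCB6 inhibition with less porphyrin fluorescence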
ABHD5-PLIN5 inh = ABHD5-PLIN5 interaction inhibitors, primary screen, cell lysate, split luciferase complementation, luminescence; AID 602281, 2012; inhibition, % at 4 µM; Split G. princeps luciferase complementation, 4 h; 360,000 tested, 0.78% active;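 active = inhibition above the mean inhibition across every tested compound plus 3 SD, cut at about 22% in these data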;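 also: 0% = DMSO only wells and the 100% control is not disclosed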
Target sequence (Q00G26 whole entry, looked up): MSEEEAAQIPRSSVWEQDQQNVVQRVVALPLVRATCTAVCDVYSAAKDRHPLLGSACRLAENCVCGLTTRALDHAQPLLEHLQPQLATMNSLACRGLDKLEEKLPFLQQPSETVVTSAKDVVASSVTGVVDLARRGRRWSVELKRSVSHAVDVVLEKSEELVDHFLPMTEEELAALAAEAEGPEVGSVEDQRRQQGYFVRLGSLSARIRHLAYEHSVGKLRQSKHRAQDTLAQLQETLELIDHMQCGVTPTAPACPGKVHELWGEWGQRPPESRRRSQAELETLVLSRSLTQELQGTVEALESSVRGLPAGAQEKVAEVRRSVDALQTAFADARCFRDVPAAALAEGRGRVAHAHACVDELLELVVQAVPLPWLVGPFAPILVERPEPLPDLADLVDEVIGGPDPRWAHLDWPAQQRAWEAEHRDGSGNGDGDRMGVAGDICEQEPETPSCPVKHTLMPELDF
Target sequence (Q8WTS1 whole entry, looked up): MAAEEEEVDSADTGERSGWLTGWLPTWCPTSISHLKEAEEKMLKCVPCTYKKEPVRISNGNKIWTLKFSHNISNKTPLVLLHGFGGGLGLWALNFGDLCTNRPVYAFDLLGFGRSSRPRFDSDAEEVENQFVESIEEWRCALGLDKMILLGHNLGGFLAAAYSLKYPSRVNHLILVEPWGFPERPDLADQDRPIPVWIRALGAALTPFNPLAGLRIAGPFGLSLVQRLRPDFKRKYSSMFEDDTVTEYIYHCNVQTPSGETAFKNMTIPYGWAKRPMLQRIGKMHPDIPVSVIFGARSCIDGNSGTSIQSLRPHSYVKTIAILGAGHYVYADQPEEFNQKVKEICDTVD
Glyco luc inh = increase of ERlucT glycosylation luciferase signal, primary screen, N-linked glycosylation inhibitor project, D54 ERlucT cells, luminescence, set 2. 360,000 tested, 0.23% active. reporter increase, % at 12.5 µM. D54 ERlucT glycosylation luciferase reporter, 24 h; percent of 100 nM tunicamycin response;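 active = mean luciferase reporter signal, scaled so untreated is 0 and the glycosylation-blocking control 100, at or above a set limit in every replicate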;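 also: luciferase carries N-glycosylation sites so blocking glycosylation raises the light; 0% = median of neutral control wells and 100% = median of 100 nM tunicamycin wells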
HTR2A ag = mouse Htr2a agonists via beta-arrestin recruitment, primary screen, cell-based, luminescence. CHO-K1 mHTR2A beta-arrestin complementation; percent of 30 µM serotonin response. activation, % at 7.6 µM. 360,000 tested, 0.66% active. AID 624169, 2012;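 active = activation above a run cutoff, the mean activation of all tested compounds plus 3 SD, cut at about 14% in these data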;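 also: 0% = plate median of compound wells and 100% = 30 µM serotonin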
Active calls of the source: *; x = not tested or not shown.

1) Cc1cccc(N2CCN(C(=O)c3cnn4c(C(F)F)cc(-c5ccccc5)nc34)CC2)c1C
2) CCCC(=O)Nc1ccc(NC(=O)c2ccccc2Cl)nc1
3) COC(=O)c1sc(-c2ccccc2)cc1NC(=O)c1ccccc1
4) Cc1cc(C(=O)NCC(c2ccco2)N(C)C)no1 (stereo not drawn)
5) Cc1nc(N(C)C)ncc1C(=O)O
6) COc1ncccc1C(=O)N1CCCC(C(=O)c2cccc(OC(C)C)c2)C1 (stereo not drawn)
7) Nc1nc2nonc2nc1N
8) Cc1ccc(S(=O)(=O)N2c3ccccc3NC(=O)C2CC(=O)Nc2ccccc2)cc1 (stereo not drawn)
screen / no.	1	2	3	4	5	6	7	8
hiPSC survival	0.4	-3.0	0.2	0.9	0.1	-0.8	0.5	0.2
Exocytosis inh	-3	0	-5	1	13	-6	-10	5
MC4R antagonist	-1	-1	0	12	4	9	23	-1
MC4R barr agon	-0.1	-1.7	-0.8	-3.9	-1.4	-2.9	0.6	-1.1
aDG glyco up	0.3	0.5	0.0	-0.1	0.5	0.0	0.0	0.3
Cardio protect	18	-4	-9	5	-7	-6	4	-4
ABCB6 inh MLPCN	97	98	98	95	95	98	103	97
ABHD5-PLIN5 inh	7	1	-3	2	-6	-2	1	2
Glyco luc inh	-3	4	1	0	3	0	1	-1
HTR2A ag	8	-3	2	-1	3	-5	2	-1

9) O=C(NCCc1nnc2ccc(SCC(=O)N3CCCC3)nn12)c1ccccc1
10) O=C(N/N=C/c1ccncc1)NC12CC3CC(CC(C3)C1)C2
11) CCCNC(=O)C1(C)CCCN(C(=O)/C=C/c2ccccc2)C1 (stereo not drawn)
12) O=C(CN(Cc1ccccc1)S(=O)(=O)c1ccccc1)N/N=C/c1ccc([N+](=O)[O-])cc1
13) COC(=O)c1cn(C(=O)OC)c2ccccc12
14) COc1cccc(N=c2oc3cc(O)ccc3cc2C(=O)NCC2CCCO2)c1 (stereo not drawn)
15) O=C(c1ccc(Cl)s1)N1CCCC(N2CCN(c3ccc(F)cc3)CC2)C1 (stereo not drawn)
16) CC#CCN1c2ccccc2[C@]23C[C@@H](C(=O)OC)N(C(=O)NC(C)(C)C)C2=NC(C(=O)OC)=C(C(=O)OC)[C@H]13
screen / no.	9	10	11	12	13	14	15	16
hiPSC survival	-0.4	-0.6	-2.2	0.6	2.2	-1.3	-0.4	4.6
Exocytosis inh	-2	-2	-5	9	0	3	25	-4
MC4R antagonist	2	8	3	-1	-1	-22	5	8
MC4R barr agon	-1.7	-1.5	-0.5	0.6	-2.5	-3.5	0.3	0.1
aDG glyco up	0.4	-0.1	-0.1	0.1	-0.1	-1.1	0.0	-0.6
Cardio protect	4	-1	10	-6	4	5	5	16
ABCB6 inh MLPCN	97	99	96	98	90	96	102	96
ABHD5-PLIN5 inh	0	7	3	2	-1	-1	2	-9
Glyco luc inh	0	4	0	-4	0	2	2	-3
HTR2A ag	0	1	-2	-5	-1	1	-8	2

Profiles from above. Values in the order: hiPSC survival | Exocytosis inh | MC4R antagonist | MC4R barr agon | aDG glyco up | Cardio protect | ABCB6 inh MLPCN | ABHD5-PLIN5 inh | Glyco luc inh | HTR2A ag
COc1cccc(N=c2oc3cc(O)ccc3cc2C(=O)NCC2CCCO2)c1 (stereo not drawn) as listed: -1.3 | 3 | -22 | -3.5 | -1.1 | 5 | 96 | -1 | 2 | 1
CC#CCN1c2ccccc2[C@]23C[C@@H](C(=O)OC)N(C(=O)NC(C)(C)C)C2=NC(C(=O)OC)=C(C(=O)OC)[C@H]13 as listed: 4.6 | -4 | 8 | 0.1 | -0.6 | 16 | 96 | -9 | -3 | 2
O=C(CN(Cc1ccccc1)S(=O)(=O)c1ccccc1)N/N=C/c1ccc([N+](=O)[O-])cc1 as listed: 0.6 | 9 | -1 | 0.6 | 0.1 | -6 | 98 | 2 | -4 | -5

(list continues)
17) c1cncc(C(c2nnnn2C2CCCCC2)N2CCN3CCCC3C2)c1 (stereo not drawn)
18) COc1ccccc1/C=N/NC(=O)CC(=O)NCCc1ccccc1
19) O=C(O)C1(c2ccccc2)CCC(Nc2ccccc2)C1 (stereo not drawn)
20) O[C@@H]1[C@@H](O)C=C2CCN3Cc4cc5c(cc4[C@H]1C23)OCO5 (stereo partly drawn)
21) O=C(Oc1ccc(Br)cc1)c1cncc(Br)c1
22) COc1cccc(C(=O)NC2CCN(CC(=O)Nc3nccs3)CC2)c1
23) COC(=O)C1=CO[C@@H](C)[C@H]2CN3CCc4c([nH]c5ccccc45)[C@@H]3C[C@H]12
24) Cc1ccc(CNC(=O)CCC(=O)N2CC(C)Oc3ccc(Cl)cc32)cc1 (stereo not drawn)
screen / no.	17	18	19	20	21	22	23	24
hiPSC survival	-1.6	-0.5	-0.5	-3.4	-0.4	0.0	-2.6	-1.6
Exocytosis inh	2	-4	0	-2	22	-2	-9	-2
MC4R antagonist	8	2	8	3	7	2	4	4
MC4R barr agon	1.8	-2.4	-1.0	-1.1	-0.7	0.0	-0.5	-0.5
aDG glyco up	0.0	-0.1	0.0	-0.2	-0.1	0.0	0.2	0.1
Cardio protect	1	-4	6	18	1	2	12	11
ABCB6 inh MLPCN	94	95	100	99	94	88	91	102
ABHD5-PLIN5 inh	2	1	-3	7	1	2	2	-1
Glyco luc inh	1	0	-2	-21	3	1	-12	1
HTR2A ag	-2	-5	-5	4	2	1	-2	-4

25) O=[N+]([O-])c1ccc(Cl)c(CN2CCN(c3ncc(Cc4ccccc4)cn3)CC2)c1
26) NC(=O)N/N=C/c1sc(=O)n(-c2ccccc2)c1Cl
27) Cc1ccc(OCC(=O)Nc2nnc(-c3ccco3)s2)cc1
28) CCOc1ccc2nc(N3C(=O)/C(=C/c4ccccc4)NC3=S)sc2c1
29) CN(C(=O)COC(=O)c1n[nH]c2ccccc12)c1ccccc1
30) CC(=O)NNC(=O)c1nc(-c2ccccc2)c(C)o1
31) CCOC(=O)COc1ccc(S(=O)(=O)Nc2ccc3c(c2)OCCO3)cc1
32) COc1ccc(C(=O)OCC(=O)NCCCc2ccccc2)cc1[N+](=O)[O-]
screen / no.	25	26	27	28	29	30	31	32
hiPSC survival	x	-0.9	-0.4	0.3	2.7	-0.2	-0.8	-0.3
Exocytosis inh	0	10	-1	15	4	0	2	-2
MC4R antagonist	x	-6	2	4	-11	14	8	3
MC4R barr agon	x	-1.7	2.8	0.0	-1.8	-0.3	-2.3	-3.3
aDG glyco up	-0.5	-0.1	-0.1	0.3	0.0	0.0	0.0	-0.1
Cardio protect	x	1	-1	-15	4	9	-18	0
ABCB6 inh MLPCN	x	102	97	113	81	94	101	85
ABHD5-PLIN5 inh	-6	-3	2	-5	10	-1	-1	2
Glyco luc inh	x	-2	2	0	-3	2	-3	0
HTR2A ag	1	0	-5	11	5	2	2	-2

33) Cc1cccc(/C=N/NC(=O)c2cccc(NC(=O)c3ccccc3)c2)n1
34) C=C[C@H](CC(C)C)N(Cc1ccccc1)S(=O)(=O)N(Cc1ccc(OC)cc1)[C@H](C=C)CC(C)C
35) Cc1cc(C)c(CN2CCC(CO)(CCOc3ccccc3)CC2)cc1C
36) COc1c(C)cc(C(=O)C2CCCN(Cc3cnc(N4CCOCC4)s3)C2)cc1C (stereo not drawn)
37) CCCOc1ccc(Cc2c(Cl)nc(SC)nc2OC)cc1
38) O=C(Oc1ccc(-c2nnco2)cc1)N1CCCCC1
39) CC#CCN1c2ccccc2[C@]23C[C@@H](C(=O)OC)N(C(=O)C4CCC4)C2=NC(C(=O)OC)=C(C(=O)OC)[C@H]13
40) COc1cccc(CCC(=O)Nc2cccc(S(=O)(=O)N3CCCC3)c2)c1OC
screen / no.	33	34	35	36	37	38	39	40
hiPSC survival	0.5	-2.8	0.3	0.5	3.7	3.8	-1.3	-0.5
Exocytosis inh	11	4	39	4	-2	0	4	7
MC4R antagonist	2	1	6	15	5	-6	3	9
MC4R barr agon	-3.2	0.6	3.0	3.3	-1.5	0.3	0.5	-1.8
aDG glyco up	0.0	0.7	2.3	-0.1	0.1	0.4	-0.1	0.1
Cardio protect	9	-8	13	-5	-6	8	1	-5
ABCB6 inh MLPCN	81	98	101	98	98	88	105	87
ABHD5-PLIN5 inh	-3	-9	12	3	-12	-1	-6	-7
Glyco luc inh	2	-9	-2	0	-3	0	15	1
HTR2A ag	1	-1	-1	-4	-3	2	2	3

41) CCc1nc2ccc(C(=O)NCCCN3CCCC3=O)cn2c1N(CC)C(=O)NCCc1ccccc1
42) CCc1nonc1NC(=O)c1oc2ccc(F)cc2c1C
43) O=C1NC[C@H](CCCCN2C[C@H](Cc3ccccc3)N(CCC3CCCCC3)C(=O)C2=O)N(CCC2CCCCC2)C1=O
44) COc1ccc(C)cc1NC(=O)Nn1cnnc1
45) CCOC(=O)[C@H]1[C@H]2COc3ccccc3[C@@H]2N2C(=O)c3cc(OC)c(OC)cc3NC(=O)[C@@]12C
46) O=C(O)c1ccnc(C(=O)O)c1
47) O=C(O)C=Cc1c[nH]c2nccnc12
48) O=C(Cn1nc(-c2ccccc2F)ccc1=O)Nc1ccc(S(=O)(=O)N2CCCCCC2)cc1
screen / no.	41	42	43	44	45	46	47	48
hiPSC survival	-0.8	-0.1	-0.7	2.3	-1.4	-3.2	4.9	0.1
Exocytosis inh	-16	6	3	-1	-4	0	-2	-3
MC4R antagonist	-3	2	x	11	6	-5	10	1
MC4R barr agon	-0.6	6.7	x	-0.1	-0.9	-0.6	-0.2	-3.2
aDG glyco up	-0.1	-0.4	0.2	-0.1	-0.4	0.2	0.1	-0.2
Cardio protect	2	-9	x	-1	8	3	-1	-8
ABCB6 inh MLPCN	95	101	96	99	99	98	101	100
ABHD5-PLIN5 inh	10	-8	7	-2	-15	0	-7	-4
Glyco luc inh	1	1	x	3	4	-2	1	-1
HTR2A ag	3	1	-1	2	-6	-1	-1	-6

49) O=C1OCC/C1=C1/NCCNC1=O
50) O=C(CN1C(=O)CCSc2ccccc21)Nc1ccccc1
51) Cc1csc(NC(=O)Nc2ccccc2[N+](=O)[O-])n1
52) COc1ccccc1CN(Cc1nc2ccccc2c(=O)[nH]1)C(=O)Nc1ccccc1
53) CCN(c1ccccc1)S(=O)(=O)c1ccc(OC)c(OC)c1
screen / no.	49	50	51	52	53
hiPSC survival	1.9	0.4	-0.8	1.8	-0.7
Exocytosis inh	1	-4	-1	-2	3
MC4R antagonist	20	12	7	16	0
MC4R barr agon	0.6	0.6	-1.0	0.3	-1.8
aDG glyco up	-0.2	-0.1	1.8	-0.1	-0.1
Cardio protect	3	6	-6	9	3
ABCB6 inh MLPCN	100	101	98	97	100
ABHD5-PLIN5 inh	-8	0	-3	2	-4
Glyco luc inh	3	0	-3	-2	-2
HTR2A ag	0	-1	0	2	1
